Screening data from PubChem BioAssay.
hIAP act – human IAP activation | purified human IAP, CDP-Star luminescence, 30 min; hits give high values; 1 = vehicle-only enzyme, 0 = enzyme-free background | activation factor at 10 µM | hit rate 0.16% among 330,000 | P09923;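 active = activation factor of the enzyme at least 2-fold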; also: the source names both 10 and 20 µM as test concentration; values of inactives mirror those of a sister screen read the other way
Target sequence (P09923 whole entry, looked up): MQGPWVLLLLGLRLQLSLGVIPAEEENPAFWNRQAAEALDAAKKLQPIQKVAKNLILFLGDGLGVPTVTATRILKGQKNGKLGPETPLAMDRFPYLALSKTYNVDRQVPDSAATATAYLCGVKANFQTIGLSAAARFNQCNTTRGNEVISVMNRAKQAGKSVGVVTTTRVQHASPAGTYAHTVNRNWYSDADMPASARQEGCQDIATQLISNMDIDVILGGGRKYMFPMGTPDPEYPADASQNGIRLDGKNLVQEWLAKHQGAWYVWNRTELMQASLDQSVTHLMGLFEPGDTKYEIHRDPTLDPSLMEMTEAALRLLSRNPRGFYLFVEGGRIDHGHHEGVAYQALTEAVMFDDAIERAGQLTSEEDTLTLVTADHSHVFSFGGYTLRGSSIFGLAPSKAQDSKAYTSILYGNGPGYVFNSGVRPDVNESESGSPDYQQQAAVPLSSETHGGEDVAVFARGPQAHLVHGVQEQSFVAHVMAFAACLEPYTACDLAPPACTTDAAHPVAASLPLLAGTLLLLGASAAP
mIAP activ – mouse IAP activation. muIAP, CDP-Star luminescence, 30 min; hits give high values; 1 = vehicle-only enzyme signal, 0 = enzyme-free wells. activation factor at 10 µM. hit rate 0.24% among 330,000;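 active = activation factor of at least 2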; also: the source names both 10 and 20 µM as test concentration; values of inactives mirror those of a sister screen read the other way
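Assay system: mouse IAP enzyme; reagent: chemiluminescent substrate CDP-Star; dosing: test compounds delivered from DMSO solution; schedule: 30 min at room temperature; measured by: luminescence from enzymatic CDP-Star hydrolysis; controls: DMSO-only wells and no-enzyme negative control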
mIAP inh – mouse IAP inhibition. purified mouse IAP, CDP-Star luminescence, 30 min. inhibition, % at 10 µM. hit rate 0.2% among 330,000. AID 2806;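 active = inhibition of at least 40% at 10 µM in the primary screen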;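 also: plate controls were DMSO with enzyme for no effect and no enzyme wells for full effect; values of inactives mirror those of a sister screen read the other way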
ATG4B inhibitor – inhibitors of human ATG4B cysteine protease; Q9Y4P1; ATG4B cleavage of LC3-PLA2, NBD-HPC fluorescence, 1 h; hit rate 0.51% among 340,000; AID 504462; inhibition, % at 8.33 µM; in the data active = inhibition above about 40%
PfGluPho inh – PfG6PD (Plasmodium falciparum) enzyme inhibition. PfGluPho enzyme, NADPH resazurin-diaphorase fluorescence. inhibition, % at 20 µM. hit rate 0.78% among 350,000;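 active = inhibition reaching at least a set limit at 20 µM in the primary screen, cut at about 59% in these data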;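 also: 0% = DMSO wells with substrate and 100% = DMSO wells lacking glucose-6-phosphate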
A3A deaminase – human APOBEC3A DNA deaminase inhibition. recombinant A3A, FAM/TAMRA ssDNA deamination fluorescence. inhibition, % at 20 µM. P31941. AID 493011. hit rate 0.41% among 330,000;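 active = at least 40% inhibition at 20 µM here, with at most 30% in a related deaminase screen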;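 also: plate controls were A3A with DMSO for no effect and wells lacking A3A enzyme for full effect; some results filed as inactive read as strong as hits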
Target sequence (P31941 whole entry, looked up): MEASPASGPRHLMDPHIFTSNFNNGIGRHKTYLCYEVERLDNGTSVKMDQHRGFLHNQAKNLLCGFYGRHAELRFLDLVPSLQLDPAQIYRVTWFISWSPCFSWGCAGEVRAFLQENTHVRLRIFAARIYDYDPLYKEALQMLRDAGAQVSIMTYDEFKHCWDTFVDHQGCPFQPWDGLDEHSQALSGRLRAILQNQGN
hIAP block – human IAP inhibition | inhibition, % at 10 µM | hit rate 0.12% among 330,000 | purified IAP, CDP-Star luminescence, 30 min | P09923;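 active = inhibition reaching a set limit with compound at 10 µM in the primary screen, cut at about 35% in these data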;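 also: plate controls were DMSO wells with enzyme for no effect and no-enzyme buffer wells for full effect; values of inactives mirror those of a sister screen read the other way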
HKDC1 inhibitor – blocks human hexokinase HKDC1 activity; Q2TB90; recombinant HKDC1, G6PDH/diaphorase resazurin coupled fluorescence; inhibition, % at 20 µM; hit rate 0.16% among 340,000;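 active = inhibition above about 35% when tested at 20 µM, limit read from the data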;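 also: plate controls were DMSO wells with enzyme for no effect and DMSO wells lacking enzyme for full effect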
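Incubation: 90 min at room temperature in dark / Material: recombinant HKDC1 (HK5) hexokinase enzyme, produced in-house / Quantity: enzyme 5 µg/mL final / Compound: one dose of 20 µM, 1% DMSO / Reagent: glucose and ATP substrates / Buffer or medium: Tris pH 8.0 buffer with MgCl2, Tween-20, BSA, BME / Technique: resorufin fluorescence at 613 nm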
* marks the source's active call; other numbers are inactive results.

smiles,A3A deaminase,hIAP block,HKDC1 inhibitor,ATG4B inhibitor,PfGluPho inh,hIAP act,mIAP activ,mIAP inh
CCOC(=O)c1c(C)c(C(=O)NC(C)COC)c(C)n1CC (stereo not given),6,16,-15,-8,0,0.84,1,0
COc1ccccc1CNS(=O)(=O)c1c(C(=O)N2CCCC2)c(C)n(C)c1C,2,-31,-1,6,2,1.3,1,-2
Cc1ccc(N2CC(C(=O)Nc3ccc(S(=O)(=O)Nc4nccs4)cc3)CC2=O)cc1 (stereo not given),-2,-4,-7,6,3,1,0.87,13
CCn1cc(C2=NC(C)(C)CO2)c2ccccc21,-3,15,-7,2,-6,0.85,0.97,3
Cn1nc(-c2ccccc2)c2cc([N+](=O)[O-])ccc21,-4,7,-1,3,-11,0.93,0.87,13
Cc1ccc(CC2S/C(=N/c3ccccn3)NC2=O)cc1 (stereo not given),-1,0,-8,1,-18,1,0.94,6
COc1ccc(NC(=O)c2ccc3c(=O)n(-c4ccc(OC)cc4OC)c(=S)[nH]c3c2)c(OC)c1,0,-8,1,-12,13,1.1,0.89,11
O=C(Cc1ncc(C(F)(F)F)cc1Cl)Nc1cccc(Br)c1,2,-11,-2,4,11,1.1,0.97,3
Cc1ccc(Cn2ccc(=O)c(Cc3c(Cl)cccc3Cl)c2C)cc1,7,-2,-7,-4,-22,1,1,-1
COc1ccc(Br)cc1CN(C)CC(=O)NCCc1ccccc1,0,-6,-7,4,-12,1.1,1,0
COc1ccc(N2CCN(C(=S)Nc3cccc(C)c3C)CC2)cc1,0,12,-4,5,-7,0.88,1,-2
CC[C@]12c3[nH]c4ccccc4c3CCN1C(=O)C(CC(=O)NCCCn1ccnc1)C[C@@H]2C(=O)N1CCN(C(=O)c2ccco2)CC1 (stereo not given in full),-3,-7,-8,-2,4,1.1,1.1,-9
CN1CCN(c2ccc(NC(=O)c3ccc([N+](=O)[O-])o3)cc2Cl)CC1,-2,3,-1,-7,40,0.97,0.91,9
O=C(CCC1COc2ccccc2O1)Nc1ccccn1 (stereo not given),0,-10,-6,-7,5,1.1,1,-4
COc1cc(CNCCCN2CCOCC2)c(Br)cc1OC(C)C,0,-11,-8,6,1,1.1,0.96,4
CC1c2[nH]c3ccccc3c2C[C@H]2C(=O)N(CCO)CC(=O)N12 (stereo not given in full),-3,12,0,3,-6,0.88,1,0
CCCCOC(=O)C1C2C=C[C@]3(CN(CCCOC)C(=O)[C@H]13)O2 (stereo not given in full),1,-6,-7,-2,-8,1.1,0.96,4
C=C(C)c1cccc(C(C)(C)NC(=O)NCc2cccnc2)c1,0,-8,-5,-6,9,1.1,1.1,-10
COc1cccc(C2c3c(oc4ccccc4c3=O)C(=O)N2c2ccccn2)c1 (stereo not given),0,2,-6,-4,-10,0.98,0.9,10
CC1(C)C[C@H](O)[C@]2(CO)[C@H](O)C[C@]3(C)C(=CCC4[C@@]5(C)CC[C@H](O)C(C)(C)C5CC[C@]43C)[C@@H]2C1 (stereo not given in full),1,19,-3,4,-18,0.81,1.1,-8
O=C(Nc1ccc(Cl)cc1)C1CCCC1,-2,-1,-7,3,16,1,0.88,12
COC(=O)c1cc(NS(=O)(=O)c2cccc(Cl)c2)ccc1N1CCOCC1,2,-5,-1,-11,16,1,1.1,-6
COc1ccc(C(=O)COC(=O)c2ccc3c(c2)OCO3)c(OC)c1,3,4,1,2,7,0.96,0.94,6
CC1(C)CC(=O)C(N=Nc2cc3c(cc2[N+](=O)[O-])OCCO3)=C(O)C1,-6,19,-7,1,-17,0.81,0.87,13
COc1cc(C(=O)OCCCOC(=O)c2cc(OC)c(OC)c(OC)c2)cc(OC)c1OC,-2,2,-3,-4,2,0.98,0.93,7
O=C(c1ccccc1)c1cc(-c2ccccc2)on1,0,11,-1,34,10,0.89,0.9,10
CCOc1nc(Nc2ccc(OC)c(Cl)c2)nc(N2CCN(c3ccc(OC)cc3)CC2)n1,6,-1,1,-12,10,1,1,-4
Cc1c(C(=O)Nc2ccccc2)cnn1-c1ccccc1,0,16,3,-5,23,0.84,1.1,-5
CC(C)c1nc(-c2ccc([N+](=O)[O-])cc2)cs1,1,4,-4,-9,30,0.95,0.79,21
Cc1ccc2c(C)c(C(=O)Nc3c(C)n(C)n(-c4ccccc4)c3=O)oc2c1C,-1,-18,-2,4,3,1.2,1.1,-12
COc1ccc(CN2CCCC(CO)(Cc3ccc(F)cc3F)C2)cc1 (stereo not given),-1,-22,-5,-1,-9,1.2,1,-2
O=C(C1=C[C@H](c2coc3ccccc3c2=O)C[C@H](OCc2ccc(CO)cc2)O1)N1CCOCC1,0,9,-2,-8,-5,0.91,1.1,-7
CCOC(=O)CCCNC(=O)CN1C(=O)NC2(CCCCCC2)C1=O,2,-20,-8,-3,-9,1.2,0.95,5
C=C(C)c1sc(-c2ccc(Cl)cc2)nc1C,-3,1,-2,-1,14,0.99,1,-3
Clc1ccc(-c2nnc(SCc3nc4ccccc4s3)o2)cc1,2,0,6,9,14,1,0.94,6
Cc1ccc2cc3cc(C(=O)NCc4ccco4)oc3nc2c1,0,17,0,9,0,0.83,0.97,3
Cc1ccc(-n2cc(CNCCCN3CCCC3=O)c(-c3ccc(F)cc3)n2)cc1,2,3,-4,-4,28,0.97,0.99,1
O=C(Cc1cn2ccsc2n1)Nc1cccc2cnccc12,-7,-2,0,-2,14,1,0.99,1
COc1ccc(Br)cc1CN(C)C(=O)C1CC(=O)N(C2CCCC2)C1 (stereo not given),44*,6,-5,-4,4,0.94,1.1,-7
CC1CCCC(C)N1C(=O)COC(=O)Cn1cnc2c1c(=O)n(C)c(=O)n2C (stereo not given),3,-5,-6,-9,-5,1.1,0.95,5
COc1ccc(N2CCN(C(=O)c3c(Cl)cnn3C)CC2)cc1,3,-16,-1,5,-19,1.2,1,0
CCOc1ccc(NC(=O)NC(C)c2ccc3c(c2)OCO3)cc1 (stereo not given),-2,-8,-2,4,-3,1.1,1.2,-21
COc1ccccc1NC(=S)N1C2CCC1CC(NC(=O)NC13CC4CC(CC(C4)C1)C3)C2 (stereo not given),-10,1,4,-11,-5,0.99,1.6,-57
CC(C)C(=O)N1CCN(c2ccc([N+](=O)[O-])c(NC(C)c3ccccc3)c2)CC1 (stereo not given),-1,-2,-4,-13,81*,1,0.95,5
CN(C(=O)c1ccc(NC(=O)Cc2ccc([N+](=O)[O-])cc2)cc1)C1CCCC1,-3,13,-6,-2,1,0.87,0.94,6
NS(=O)(=O)c1ccccc1,1,6,-7,1,21,0.94,0.99,1
COc1ccc(NC(=O)C2CCCCN2N)cc1OCC(C)C (stereo not given),7,8,4,-13,4,0.92,1.1,-7
COc1ccc(C(=O)Nc2cnccn2)cc1[N+](=O)[O-],4,13,-3,4,-10,0.87,0.96,4
CCCCN(C(=O)CSCC(=O)Nc1ccc(C)cc1)c1c(N)n(Cc2ccccc2)c(=O)[nH]c1=O,2,-4,-5,-6,-3,1,0.98,2
COc1ccc(C(CNC(=O)c2nn(-c3ccccc3)c(=O)c3ccccc23)N2CCOCC2)cc1 (stereo not given),-2,-1,-3,-2,-4,1,0.94,6

Whole records as entered above:
Listed for O=C(C1=C[C@H](c2coc3ccccc3c2=O)C[C@H](OCc2ccc(CO)cc2)O1)N1CCOCC1 → A3A deaminase: 0; hIAP block: 9; HKDC1 inhibitor: -2; ATG4B inhibitor: -8; PfGluPho inh: -5; hIAP act: 0.91; mIAP activ: 1.1; mIAP inh: -7
Listed for COc1ccc(C(=O)Nc2cnccn2)cc1[N+](=O)[O-] → A3A deaminase: 4; hIAP block: 13; HKDC1 inhibitor: -3; ATG4B inhibitor: 4; PfGluPho inh: -10; hIAP act: 0.87; mIAP activ: 0.96; mIAP inh: 4

Carrying on:
smiles,A3A deaminase,hIAP block,HKDC1 inhibitor,ATG4B inhibitor,PfGluPho inh,hIAP act,mIAP activ,mIAP inh
CCOc1ccc(CCNC(=O)Cn2c(=O)c3cccn3c3cccnc32)cc1,-2,-2,4,0,6,1,1,-2
Cn1c(=O)c(NC2CCCCC2)c2c3c(cccc31)C(=O)c1ccccc1-2,-108,-1,-6,-13,-10,1,1,0
COCCNC(=O)C(=O)N/N=C(\C)CC(=O)Nc1ccc(Cl)cc1Cl,-1,-12,-11,1,14,1.1,1,-2
CCN(CC)C(=O)c1ccc(Cn2cc([N+](=O)[O-])cn2)o1,2,10,-7,-10,-16,0.9,0.99,1
FC(F)(F)c1ccc(NCc2ccccn2)nc1,1,6,-3,-3,0,0.94,1.1,-6
O=C1N=C(N2CCOCC2)S/C1=C\c1ccc(OS(=O)(=O)c2ccccc2)cc1,-2,-16,-2,-16,-3,1.2,0.95,5
COc1ccc(C(Nc2cccc([N+](=O)[O-])c2)P(=O)(OC(C)C)OC(C)C)cc1 (stereo not given),-4,13,0,-2,-1,0.87,0.95,5
Cc1ccc(S(=O)(=O)N(C)CC(=O)OCC(=O)NC(c2ccccc2)c2ccccc2)cc1,-3,-31,-4,-7,9,1.3,0.96,4
CCC(CC)NC(=O)Nc1ccc(F)cc1F,2,-10,-21,-9,12,1.1,1,0
CC1CCN(S(=O)(=O)c2ccc3c(c2)N(CC(=O)NCCCN2CC(C)CC(C)C2)C(=O)CS3)CC1 (stereo not given),-3,-12,1,8,-3,1.1,1,-4
COc1ccc2cc(-c3csc(-c4cccnc4)n3)ccc2c1,-3,1,5,-8,2,0.99,0.98,2
Cc1cc(-c2ccccc2)nc(N2CCN(c3ccccn3)CC2)n1,-2,-2,-2,7,3,1,0.93,7
CCC(=O)N1CCN(c2ccc(NC(=S)NC(=O)C(C)C)cc2)CC1,-3,-6,-1,-9,-4,1.1,0.96,4
CCC(=O)NCCc1cc2cc(C)c(C)cc2[nH]c1=O,0,-6,2,3,2,1.1,1.1,-12
O=C(CCN1C(=O)c2ccccc2C1=O)Nc1ccccc1C(=O)N1CCOCC1,4,6,-6,-7,2,0.94,1.1,-5
COc1cccc(CNC(=O)CCNC(=O)Cn2ccc3ccccc3c2=O)c1,0,9,-4,-9,5,0.91,1,-1
COc1ccc(-c2cc(C(=O)O)no2)cc1,2,12,6,0,-9,0.88,1,-5
COc1ccc(-n2ncc(C(C)NS(=O)(=O)c3ccc(C(C)=O)cc3)c2C)cc1 (stereo not given),-1,10,-6,3,-12,0.91,1,0
O=C(CCc1ccc(Oc2cc([N+](=O)[O-])cc([N+](=O)[O-])c2)cc1)NC1CCCC1,-2,-4,4,-8,-5,1,0.92,8
CCc1ccc(NC2=NCC(=O)N2Cc2ccc3c(c2)OCO3)cc1,-2,-10,2,-2,4,1.1,0.99,1
CCCn1c(=O)c(C(=O)Nc2ccccc2)c(O)c2ccccc21,-3,10,1,-5,9,0.9,0.85,15
COc1ccc(OS(=O)(=O)c2c(C)noc2C)cc1,2,11,-3,7,10,0.89,0.95,5
CCOc1ccc(CCNC(=O)c2ccc3c(=O)n4c(nc3c2)CCCCC4)cc1,-6,8,14,-3,16,0.92,0.91,9
CNc1nc2[nH]c(=O)c3c(c2s1)OC(N)=C(C#N)C3c1cccc(F)c1 (stereo not given),-1,19,6,-6,29,0.81,0.92,8
O=C(COC(=O)c1ccc(OC(F)(F)F)cc1)Nc1ncccn1,4,-10,-2,2,-1,1.1,0.92,8
